# CaV13 ICDI inh: Primary screen for inhibitors of IQ motif and Ca2+-dependent inactivation inhibitor domain binding in CACNA1D, Förster resonance energy transfer in living cells, …; HEK cells, CFP/YFP FRET ICDI-IQ, plate reader, 10 min; percent FRET-ratio fall versus neutral wells; inhibition, % at 12.3 µM; actives 0.098% (n = 340,000);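 active = mean replicate inhibition of at least 30% and at least 1% of replicates passing that level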;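 note: 0% = median of the neutral control wells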
# MC4R barr agon: activates human MC4R beta-arrestin recruitment | P32245 | U2OS MC4R beta-arrestin complementation, luminescence; percent of melanotan II response, DMSO zero | activation, % at 8.9 µM | actives 0.98% (n = 360,000);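 active = activation above a per-plate cutoff, the mean activation of sample wells on that plate plus 3 SD, cut at about 8% in these data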
# Target sequence (P32245 whole entry, looked up): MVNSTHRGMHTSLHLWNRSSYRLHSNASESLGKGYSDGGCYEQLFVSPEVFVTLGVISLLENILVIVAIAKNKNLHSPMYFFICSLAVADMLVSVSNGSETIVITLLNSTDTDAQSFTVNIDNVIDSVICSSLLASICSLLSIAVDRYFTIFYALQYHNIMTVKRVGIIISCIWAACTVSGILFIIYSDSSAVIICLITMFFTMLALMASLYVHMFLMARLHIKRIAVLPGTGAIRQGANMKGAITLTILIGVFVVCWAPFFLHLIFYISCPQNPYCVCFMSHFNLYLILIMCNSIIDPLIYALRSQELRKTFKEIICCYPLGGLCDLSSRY
# PDI turbidity: blocks human protein disulfide isomerase activity | P07237 | PDI insulin aggregation turbidity, A650, 90 min | inhibition, % at 10 µM | actives 0.052% (n = 350,000) | AID 588391;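 active = mean inhibition across replicates of 30% or more, whatever share of single replicates reach that level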;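 note: absorbance from insulin aggregation driven by PDI reduction with DTT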
# Target sequence (P07237 whole entry, looked up): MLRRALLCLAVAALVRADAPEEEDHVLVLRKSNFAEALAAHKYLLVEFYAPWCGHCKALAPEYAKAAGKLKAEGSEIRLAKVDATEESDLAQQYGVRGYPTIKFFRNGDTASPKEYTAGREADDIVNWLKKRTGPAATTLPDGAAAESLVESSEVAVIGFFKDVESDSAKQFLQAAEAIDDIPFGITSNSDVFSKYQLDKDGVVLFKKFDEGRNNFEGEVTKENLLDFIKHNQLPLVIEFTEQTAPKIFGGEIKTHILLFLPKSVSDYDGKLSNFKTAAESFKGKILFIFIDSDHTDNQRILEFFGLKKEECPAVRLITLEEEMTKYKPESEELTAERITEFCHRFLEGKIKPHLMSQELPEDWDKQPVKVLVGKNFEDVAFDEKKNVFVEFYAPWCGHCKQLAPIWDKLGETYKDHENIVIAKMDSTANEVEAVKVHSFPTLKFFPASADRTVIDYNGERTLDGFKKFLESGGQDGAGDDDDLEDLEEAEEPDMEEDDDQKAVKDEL
# HTR2A ag: agonists of mouse serotonin 5-HT2A receptor (HTR2A) | P35363 | CHO-K1 mHTR2A beta-arrestin complementation, luminescence; percent of 30 µM serotonin response | activation, % at 7.6 µM | actives 0.66% (n = 360,000);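 active = activation above a run cutoff, the mean activation of all tested compounds plus 3 SD, cut at about 14% in these data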;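 note: 0% = plate median of compound wells and 100% = 30 µM serotonin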
# MC4R antag cAMP: blocks human MC4R cAMP signaling; P32245; MC4R-expressing cells, MTII-stimulated cAMP, LANCE TR-FRET; inhibition, % at 6.5 µM; actives 0.48% (n = 360,000); AID 540295;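 active = inhibition above its plate's cutoff, the mean of tested wells on that plate plus 3 SD, cut at about 29% in these data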;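 note: 0% = Melanotan II alone and 100% = Melanotan II plus saturating MCL0020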
#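 Assay system: U2OS cells stably expressing human melanocortin 4 receptor (MC4R) / Dosing: 6.5 µM / Timing: compound 30 min, challenge 1 h, detection 1 h / Measured by: Eu-cAMP/anti-cAMP TR-FRET, emission 671 nm / Replicates: singlicate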
# ABCB6 inh MLPCN: blocks the human ABCB6 transporter. K562-ABCB6 porphyrin accumulation, flow cytometry, 1 h; active compounds read low. actives 0.19% (n = 360,000). Q9NP58. fluorescence ratio to DMSO, % at 10 µM;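 active = fluorescence ratio to DMSO below 75%, the collection mean minus 3 SD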;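 note: signal is porphyrin accumulated inside mitochondria; 100% equals median channel fluorescence of DMSO control wells; lower ratio means ABCB6 inhibition with less porphyrin fluorescence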
# ABHD5-PLIN5 inh: inhibitors of human ABHD5-perilipin-5 interaction; Q00G26+Q8WTS1; Split G. princeps luciferase complementation, luminescence, 4 h; inhibition, % at 4 µM; actives 0.78% (n = 360,000);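 active = inhibition above the mean inhibition across every tested compound plus 3 SD, cut at about 22% in these data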;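 note: 0% = DMSO only wells and the 100% control is not disclosed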
# Exocytosis inh: blocks lytic granule exocytosis; TALL-104 LAMP-1 surface exposure, flow cytometry; cells stimulated with thapsigargin and PMA; inhibition, % at 10 µM; actives 0.66% (n = 360,000); AID 651702;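 active = inhibition above about 55%, limit read from the data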
# H9c2 protect: modulators protecting cardiomyocytes from myocardial damage; H9c2 cardiomyocytes, H2O2 injury protection, ATPLite, 2 h; protection from H2O2 cell death, % at 20 µM; actives 0.63% (n = 360,000);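 active = compounds giving at least 50% protection of heart cells from peroxide-induced death in the single-dose screen, raw or plate-pattern-corrected value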;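 note: 0% = DMSO wells with peroxide and 100% = DMSO wells without peroxide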
# Glyco luc inh: N-linked glycosylation inhibition | reporter increase, % at 12.5 µM | D54 ERlucT glycosylation luciferase reporter, 24 h; percent of 100 nM tunicamycin response | actives 0.23% (n = 360,000);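 active = mean luciferase reporter signal, scaled so untreated is 0 and the glycosylation-blocking control 100, at or above a set limit in every replicate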;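 note: luciferase carries N-glycosylation sites so blocking glycosylation raises the light; 0% = median of neutral control wells and 100% = median of 100 nM tunicamycin wells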
# * marks the source's active call; other numbers are inactive results; . = no result given.
# Start of the listing, in advance (six entries):
# Below each compound: CaV13 ICDI inh	MC4R barr agon	PDI turbidity	HTR2A ag	MC4R antag cAMP	ABCB6 inh MLPCN	ABHD5-PLIN5 inh	Exocytosis inh	H9c2 protect	Glyco luc inh
(1) N#Cc1nc(-c2ccccc2F)oc1NCc1ccccc1
  -5.3	5.5	-4.6	-4.7	8.3	103.0	-12.9	-1.6	-9.0	-3.4
(2) COc1ccc(S(=O)(=O)N2CCOCC2)cc1NC(=O)COc1ccc2c(C)cc(=O)oc2c1
  -5.1	-0.8	-10.0	-4.0	1.4	92.0	-10.0	4.4	28.0	-0.5
(3) CC(CNS(=O)(=O)c1ccccc1)Sc1nncn1C (stereo unspecified)
  -2.1	-1.6	3.6	0.6	13.4	94.0	-1.9	-0.7	2.9	-0.5
(4) CC(C)Cc1nnc(NC(=O)Nc2ccccc2)s1
  1.0	5.8	-4.0	-0.4	5.6	101.0	4.7	-4.5	-11.5	-3.2
(5) CC(=O)Nc1ccc(C(=O)NCC(c2ccco2)N(C)C)cc1 (stereo unspecified)
  .	-0.4	-5.6	4.6	12.4	100.0	8.3	-3.6	-3.8	-0.8
(6) O=C(NCC(=O)N(c1ccccc1)C(C(=O)NCC1CCCO1)c1ccccc1)c1ccco1 (stereo unspecified)
  -4.6	-0.7	-0.8	5.6	11.4	91.0	1.2	1.4	14.8	0.6

# Results, from the first entry:
# Below each compound: CaV13 ICDI inh	MC4R barr agon	PDI turbidity	HTR2A ag	MC4R antag cAMP	ABCB6 inh MLPCN	ABHD5-PLIN5 inh	Exocytosis inh	H9c2 protect	Glyco luc inh
(1) N#Cc1nc(-c2ccccc2F)oc1NCc1ccccc1
  -5.3	5.5	-4.6	-4.7	8.3	103.0	-12.9	-1.6	-9.0	-3.4
(2) COc1ccc(S(=O)(=O)N2CCOCC2)cc1NC(=O)COc1ccc2c(C)cc(=O)oc2c1
  -5.1	-0.8	-10.0	-4.0	1.4	92.0	-10.0	4.4	28.0	-0.5
(3) CC(CNS(=O)(=O)c1ccccc1)Sc1nncn1C (stereo unspecified)
  -2.1	-1.6	3.6	0.6	13.4	94.0	-1.9	-0.7	2.9	-0.5
(4) CC(C)Cc1nnc(NC(=O)Nc2ccccc2)s1
  1.0	5.8	-4.0	-0.4	5.6	101.0	4.7	-4.5	-11.5	-3.2
(5) CC(=O)Nc1ccc(C(=O)NCC(c2ccco2)N(C)C)cc1 (stereo unspecified)
  .	-0.4	-5.6	4.6	12.4	100.0	8.3	-3.6	-3.8	-0.8
(6) O=C(NCC(=O)N(c1ccccc1)C(C(=O)NCC1CCCO1)c1ccccc1)c1ccco1 (stereo unspecified)
  -4.6	-0.7	-0.8	5.6	11.4	91.0	1.2	1.4	14.8	0.6
(7) CCCCC1C2C(=O)N(c3ccccc3)C(=O)C2ON1c1ccccc1 (stereo unspecified)
  -14.3	-2.1	5.8	2.5	4.6	92.0	1.0	-2.4	-3.9	0.5
(8) COc1ccc2oc(-c3ccc(C)c(NC(=O)CSc4ccc(Cl)cc4)c3)nc2c1
  -2.2	1.9	-5.3	-1.5	12.9	98.0	-2.1	-1.5	-3.7	1.4
(9) COc1ccc(C(=O)OCC(=O)NCc2cccs2)c(OC)c1OC
  -5.0	-0.6	-2.1	7.0	4.6	107.0	-2.1	26.1	4.0	-2.3
(10) COc1ccc(NS(=O)(=O)c2cn(C)c(=O)n(C)c2=O)cc1
  -5.1	-4.2	-4.9	1.6	-1.0	99.0	2.3	7.2	2.1	-0.1
(11) O=C1CCCN1CN(C(=O)c1ccccc1)c1ccccc1
  5.3	2.8	12.5	1.4	-1.1	97.0	2.1	-3.5	5.8	1.1
(12) O=C(O)CSc1ncnc2nc[nH]c12
  -8.6	-0.8	8.3	-0.5	-0.4	99.0	-2.2	-0.6	3.7	1.8
(13) Cc1ccc(NC(=O)Cn2nnc(-c3ccc4c(c3)OCO4)n2)cc1F
  -2.9	1.2	5.7	11.4	11.4	102.0	-1.7	-1.4	1.2	1.5
(14) CSCCC(NS(=O)(=O)c1cccc(C(F)(F)F)c1)C(=O)N(C)Cc1ccc2c(c1)OCCO2 (stereo unspecified)
  -6.1	-0.3	21.3	12.8	-0.5	96.0	-1.4	-1.2	4.0	-0.7
(15) CC(Oc1ccc2oc3ccccc3c2c1)C(=O)NC12CC3CC(CC(C3)C1)C2 (stereo unspecified)
  -15.3	5.5	1.2	-0.2	11.0	96.0	-6.5	2.1	-10.5	-3.9
(16) Cc1c(Cc2ccccc2)c(=O)oc2cc(OCC(N)=O)ccc12
  6.0	-1.9	-1.4	-4.5	21.8	90.0	2.2	0.8	-0.1	-3.3
(17) NC(=O)c1ccc(NCCc2ccccc2)c([N+](=O)[O-])c1
  0.3	-1.6	-2.1	-4.0	-0.8	96.0	7.1	-1.7	-3.0	-1.0
(18) COc1cc(OC)cc(C(=O)NN2CCOCC2)c1
  .	2.2	11.1	-2.5	-2.7	95.0	-1.1	0.6	-3.5	3.9
(19) Cc1ccc(C)c(N2CCN(C3CCCC(C)C3)CC2)c1 (stereo unspecified)
  -1.9	3.3	-2.5	-4.9	-3.9	99.0	-1.4	5.9	-2.0	-2.4
(20) CCCS(=O)(=O)NC(=O)C1(C)CCN(C(=O)c2cccc(C)c2C)C1 (stereo unspecified)
  -4.6	0.9	6.1	1.9	8.2	102.0	-0.6	-6.4	5.5	0.4
(21) COC(=O)c1ccc(CSc2nnc(-c3ccc4c(c3)OCO4)n2-c2ccccc2)o1
  -1.7	-1.4	-2.3	2.2	4.2	96.0	-1.6	20.9	1.4	2.3
(22) Cc1cccc(C(=O)NNC(=O)c2ccccc2C)c1
  -7.2	0.2	2.3	-0.5	13.6	103.0	-4.9	-0.5	3.5	0.4
(23) CCc1nc2ccc(C(=O)NC3CCN(Cc4ccccc4)CC3)cn2c1N(C)CCN1CCOCC1
  -7.5	-0.8	-7.2	-2.4	-0.6	105.0	2.3	-7.3	7.0	-1.6
(24) CCN(CC)S(=O)(=O)c1cccc(S(=O)(=O)N2CCCCC2)c1
  .	-0.5	-6.6	-0.5	0.9	101.0	-8.3	-0.3	0.3	-1.5
(25) C[S+](CC[C@H](N)C(=O)O)C[C@H]1O[C@@H](n2cnc3c(N)ncnc32)[C@H](O)[C@@H]1O (stereo partly specified)
  .	0.7	1.8	11.9	0.9	104.0	-6.1	0.4	-6.6	2.0
(26) CCOc1ccc(C2C(C#N)=C(N)Oc3cc(C)n(Cc4ccco4)c(=O)c32)cc1OC (stereo unspecified)
  .	-1.5	1.3	3.5	-2.1	99.0	16.6	-9.7	4.8	-2.1
(27) CSc1nnc(-c2ccccc2Cl)o1
  .	-0.7	-2.9	2.5	-3.8	105.0	4.9	-6.0	2.0	1.5
(28) COCC(C)n1c(SCC(=O)NC(=O)Nc2ccc3c(c2)OCCO3)nc2ccccc2c1=O (stereo unspecified)
  -4.5	-1.6	4.0	-2.9	-1.9	98.0	-7.3	5.3	-1.9	5.8
(29) COC(=O)c1cccc(NC(=O)CCNC(=O)c2ccc([N+](=O)[O-])cc2)c1
  -2.8	-1.2	1.1	0.4	-5.1	87.0	-1.1	2.7	-5.1	0.5
(30) COc1ccc(Cl)c(-c2cc(C(=O)NCc3ccc(C(F)(F)F)cc3)[nH]n2)c1
  -5.6	9.5*	2.9	-7.0	-3.2	98.0	-13.6	97.0*	-9.0	-0.6
(31) CCC(C)[C@H](N)c1nnc(SCc2cccc(F)c2)o1 (stereo partly specified)
  -6.9	-0.8	11.0	-1.1	-0.6	91.0	-1.8	-1.0	6.4	-1.6
(32) Cc1[nH]n(-c2ncc(-c3ccc(Cl)cc3)s2)c(=O)c1C(c1ccc(Cl)cc1)C(C#N)C#N (stereo unspecified)
  .	-3.0	5.0	4.1	13.3	98.0	0.3	7.7	-19.5	-2.9
(33) COc1ccccc1NC(=O)Nc1cnccn1
  9.3	0.3	-14.9	-2.8	-5.6	95.0	1.5	1.9	8.5	1.6
(34) COc1ccc(-n2c(C)nc3cc(C(=O)NCCN4CCOCC4)ccc32)cc1
  -8.4	-0.6	2.1	6.1	11.8	101.0	6.3	-2.8	-2.1	-0.8
(35) Cc1ccc(N2CC(=O)Nc3c(sc4nc(C)cc(C)c34)C2=O)cc1
  -12.8	-3.0	-4.2	4.4	4.6	92.0	-1.3	-6.3	1.7	1.2
(36) Cc1ccccc1Nc1nc(N)nc(COC(=O)c2cccn2C)n1
  -4.1	1.7	6.7	2.2	-5.3	94.0	-4.1	0.3	8.9	-0.1
(37) CC(C)CCn1c(O)c(N=Nc2ccccn2)c2ccccc21
  -16.3	-1.4	1.2	-1.0	7.9	90.0	-14.8	8.9	-9.3	1.9
(38) O=C(Nc1cccc(NC(=O)c2ccc(Br)o2)n1)c1ccc(Br)o1
  -5.2	-0.4	-3.1	-0.3	12.5	94.0	-5.2	-4.0	4.1	1.9
(39) COc1cccc(CC(=O)Nc2cc(C(F)(F)F)ccc2N2CCCC2)c1
  -5.8	7.9	3.6	1.7	-2.1	99.0	3.4	12.1	-3.5	-1.5
(40) CSCC[C@@H](CO)NC(=O)[C@H]1O[C@@H](n2ccc(N)nc2=O)[C@H](O)[C@@H]1O
  -4.1	.	.	-0.2	.	105.0	6.0	12.9	8.7	3.4
(41) O=C(COC(=O)/C=C/c1ccc(S(=O)(=O)N2CCOCC2)cc1)NCc1ccccc1
  -3.3	-2.1	2.4	-1.5	-15.3	95.0	-4.9	-0.4	0.9	12.3
(42) CC1CCN(CCOCCOc2ccccc2-c2ccccc2)CC1
  -3.3	-0.3	-5.0	-0.9	-0.8	98.0	7.7	-5.8	0.7	-1.6
(43) CCN(CC(=O)NCc1cccs1)S(=O)(=O)c1ccccc1Cl
  -5.6	-0.7	5.9	-7.0	13.0	97.0	1.3	-4.5	2.5	-1.3
(44) CN(C)/N=C/c1ccc(Sc2ccccc2[N+](=O)[O-])o1
  16.2	3.7	-3.6	-1.2	-3.1	101.0	-3.2	-1.4	-9.2	-1.8

# Two compounds picked at random from those above:
# Below each compound: CaV13 ICDI inh	MC4R barr agon	PDI turbidity	HTR2A ag	MC4R antag cAMP	ABCB6 inh MLPCN	ABHD5-PLIN5 inh	Exocytosis inh	H9c2 protect	Glyco luc inh
(28) COCC(C)n1c(SCC(=O)NC(=O)Nc2ccc3c(c2)OCCO3)nc2ccccc2c1=O (stereo unspecified)
  -4.5	-1.6	4.0	-2.9	-1.9	98.0	-7.3	5.3	-1.9	5.8
(1) N#Cc1nc(-c2ccccc2F)oc1NCc1ccccc1
  -5.3	5.5	-4.6	-4.7	8.3	103.0	-12.9	-1.6	-9.0	-3.4

# Assay outcomes as filed in PubChem.
